NCI-60 one-dose screen, 48 h, at 10 µM unless noted. Numbers give growth in % (100 = growth as untreated, 0 = no growth, -100 = all killed).
MDA-MB-435: MDA-MB-435 melanoma. 82,000 tested, 7.8% active
HOP-62: HOP-62 NSCLC; 80,000 tested, 3.9% active
RPMI-8226: RPMI-8226 leukemia cells | 77,000 tested, 7.5% active | AID 1794781
The depositor's hits bear a star. Rule for the calls: active = growth percent below 10; inactive = the rest.

SMILES	MDA-MB-435	HOP-62	RPMI-8226
CCCCC/C=C/C(C)=C/C1CC(C)C/C=C/CCC(O)C(OC(N)=O)CCC(C)CC(OC(N)=O)C(C)C(=O)O1 (stereo unspecified)	34	74	33

Screening data (PubChem BioAssay)

The list is partial. The share of hits here may be higher or lower than overall.
